Yp Topo-I inh = blocks Yersinia pestis topoisomerase I activity. Y. pestis Topo-I cleavage product accumulation, plate reader. activity, % at 10 µM. 360,000 compounds, 0.064% hits; in the data active = activity above about 50%, passing the limit was not always enough; inconclusive = no clear call, values can overlap the other calls; note: inactives centre near 2
BoNT A protease = blocks Botulinum neurotoxin A light chain protease | multiplex microsphere protease substrate cleavage, flow cytometry | inhibition, % at 10 µM | 360,000 compounds, 0.17% hits | AID 588499; note: plate controls were buffer without enzyme for full effect and enzyme alone for no effect
Anthrax LF prot = inhibitors of Bacillus anthracis lethal factor protease | P15917 | multiplex microsphere protease cleavage assay, LF | inhibition, % at 10 µM | 360,000 compounds, 0.12% hits | AID 588501; note: plate controls were buffer without enzyme for full effect and enzyme alone for no effect
Target sequence (P15917 whole entry, looked up): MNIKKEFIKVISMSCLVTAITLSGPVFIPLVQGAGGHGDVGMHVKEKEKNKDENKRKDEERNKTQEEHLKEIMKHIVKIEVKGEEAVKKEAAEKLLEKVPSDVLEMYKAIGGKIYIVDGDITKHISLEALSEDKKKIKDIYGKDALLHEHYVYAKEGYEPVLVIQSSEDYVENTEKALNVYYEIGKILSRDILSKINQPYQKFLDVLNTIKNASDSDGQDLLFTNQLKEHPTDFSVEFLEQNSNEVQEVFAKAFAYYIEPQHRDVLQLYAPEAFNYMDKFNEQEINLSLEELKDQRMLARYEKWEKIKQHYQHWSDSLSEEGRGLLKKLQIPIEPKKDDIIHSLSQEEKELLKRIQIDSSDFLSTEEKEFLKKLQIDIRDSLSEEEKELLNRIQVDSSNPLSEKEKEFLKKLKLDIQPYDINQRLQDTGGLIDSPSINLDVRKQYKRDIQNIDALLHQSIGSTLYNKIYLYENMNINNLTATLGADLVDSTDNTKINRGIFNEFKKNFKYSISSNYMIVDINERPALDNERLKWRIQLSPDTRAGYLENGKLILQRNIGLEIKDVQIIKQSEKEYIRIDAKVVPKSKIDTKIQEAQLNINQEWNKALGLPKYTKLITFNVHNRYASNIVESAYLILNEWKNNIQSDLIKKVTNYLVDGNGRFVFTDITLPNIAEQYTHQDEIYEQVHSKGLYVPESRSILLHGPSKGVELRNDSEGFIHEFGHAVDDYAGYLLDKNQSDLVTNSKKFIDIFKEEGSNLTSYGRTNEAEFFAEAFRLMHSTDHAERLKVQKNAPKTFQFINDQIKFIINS
TcdB GH inh = TcdB glycohydrolase inhibition; P18177; TcdB glycohydrolase enzymatic assay, plate reader; inhibition, % at 9.99 µM; 350,000 compounds, 0.24% hits; AID 652162; in the data active = inhibition above about 10%
Vc quorum ag = induces V. cholerae light production without autoinducers; V. cholerae BH1578 lux reporter, luminescence, 6 h; activation, % at 18.7 µM; 350,000 compounds, 0.16% hits; AID 588436; in the data active = activation mostly above about 9.7%, no sharp cut-off; inconclusive = no clear call, values can overlap the other calls; inactive = mostly below about 3.7%; note: not every result past the cut was called active; inactives centre near 0; reference of the scale not given here
CCHFV vOTU inh = blocks the CCHF virus ovarian tumor domain protease. CCHFV vOTU protease, Pep-AMC fluorescence. inhibition, % at 11.5 µM. 370,000 compounds, 0.55% hits; in the data active = inhibition above about 30%; note: 0% = vehicle wells with enzyme and 100% = no enzyme wells
DUSP3 inh = inhibitors of human VHR1 phosphatase (DUSP3); P51452; recombinant VHR phosphatase, pNPP absorbance; inhibition, % at 13.3 µM; 290,000 compounds, 0.52% hits; in the data active = inhibition above about 50%; note: some compounds called inactive have numbers as strong as hits
Target sequence (P51452 whole entry, looked up): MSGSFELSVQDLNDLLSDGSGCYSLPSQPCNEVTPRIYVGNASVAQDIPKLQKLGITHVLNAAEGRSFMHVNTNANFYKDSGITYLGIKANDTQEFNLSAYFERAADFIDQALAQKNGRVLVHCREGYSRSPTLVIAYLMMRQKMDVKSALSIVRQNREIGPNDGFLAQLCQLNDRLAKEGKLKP
SSB-PriA inh = K. pneumoniae PriA-SSBct interaction inhibition; AlphaScreen SSBct-PriA binding, biotinylated peptide; inhibition, % at 33 µM; 430,000 compounds, 0.6% hits; in the data active = inhibition mostly above about 37%, no sharp cut-off; inactive = mostly below about 20%;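 note: plate controls were negative control peptide for no effect and reference peptide for full effect; strong numbers were not always called active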
SARS 3CLpro inh = SARS-CoV 3CLpro protease inhibition. recombinant SARS-CoV 3CLpro, quenched FRET peptide cleavage. inhibition, % at 6 µM. 290,000 compounds, 0.14% hits. AID 1706; in the data active = inhibition above about 12%
PfHsp40 yeast = compounds rescuing yeast from Plasmodium falciparum HSP40 toxicity; S. cerevisiae expressing PfHsp40, growth rescue, ATP luminescence; growth rescue, % at 12.5 µM; 340,000 compounds, 0.68% hits; AID 504582; in the data active = growth rescue above about 28%, passing the limit was not always enough; inconclusive = no clear call, values can overlap the other calls;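 note: yeast W303a lacking pdr1 and pdr3 grown in galactose medium; growth measured after three days at 30 °C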
The depositor's hits bear a star; i = inactive; ? = inconclusive; nt = no result given; & = joins results of further samples. Cut-off read from the data, not from the text of the source, unless noted: active = inhibition above about 30%; inconclusive = no clear call, values can overlap the other calls; inactive = below that. A portion of the library; count on the stated rates, not on these rows.

SMILES	Yp Topo-I inh	BoNT A protease	Anthrax LF prot	TcdB GH inh	Vc quorum ag	CCHFV vOTU inh	DUSP3 inh	SSB-PriA inh	SARS 3CLpro inh	PfHsp40 yeast
CC(C)C(NS(=O)(=O)c1ccccc1)C(=O)N1CCCC1 (stereo not given)	-13	-3.7	17	0.1	i	-12	27	-13	9	0.1
O=C(CSc1nnnn1-c1ccccc1)NC(=O)NCc1ccco1	9	0.0	-4	nt	1.3	18	-2	13	-1	-0.8
COc1cccc(/C=N/NC(=O)C(=O)N2CCCC2)c1O	2	-0.1	-2	-29	1.5	-6	-1	nt	0	-1.1
S=C(Nc1cc(Cl)cc(Cl)c1)NC1CCN(Cc2ccccc2)CC1	3	-0.7	-3	0.8	nt	23	19	4	2	-0.3
O=C(OCCc1cc2ccccc2c(=O)o1)c1cccs1	12	-0.9	-8	-1.2	-7.1	-2	nt	-5	nt	2.5
COCc1ccc(C(=O)N(C)CC2CCCN(CCc3ccc(Cl)cc3)C2)o1 (stereo not given)	11	1.5	-3	0.9	i	12	24	2	-1	-1.7
COc1ccc(CNC(=O)CSC(=S)N2CCCC2)cc1	4	3.3	?	0.7	-0.6	2	nt	6	nt	1.9
O=C(/C=C/c1ccc(Cl)cc1)NCc1ccco1	-2	-0.3	1	2.3	-0.3	-10	1	-7	5	0.2
CCOc1ccc(C(=O)O/N=C(\N)c2ccc([N+](=O)[O-])cc2)cc1OCC	-1	0.2	1	-0.1	-0.2	-6	9	i	1	-0.3
C[C@H](CO)N1C[C@H](C)[C@H](CN(C)S(=O)(=O)c2ccc(-n3cccn3)cc2)OCc2cnnn2CCCC1=O	7	0.0	1	-1.0&-1.1	-0.6	-6	nt	nt	nt	nt
CCOCCCn1cnc2c([nH]c3cc(OC)ccc32)c1=O	-1	-0.3	-6	nt	-0.7	-3	20	-13	-1	-0.3
COc1ccccc1NS(=O)(=O)c1cccc(NC(=O)Cc2cccs2)c1	10	2.1	-1	1.4	-0.2	-19	-7	1	-4	1.2
Cc1cccc(NC(=O)c2cc3n(n2)C(C(F)(F)F)CC(c2ccc4c(c2)OCO4)N3)c1 (stereo not given)	6	3.3	1	nt	i	-2	-2	-2	4	5.3
O=C(CNCc1cccs1)Nc1ccc(N2CCCCCC2)cc1	21	-2.1	-6	-14	-0.2	7	18	71	4	3.7
CCC(=O)c1ccc(N2CCCC2)c(F)c1	1	0.6	-1	nt	0.9	9	4	-2	-1	-0.9

Taken from above.
CCOc1ccc(C(=O)O/N=C(\N)c2ccc([N+](=O)[O-])cc2)cc1OCC @ Vc quorum ag: -0.2
O=C(OCCc1cc2ccccc2c(=O)o1)c1cccs1 @ TcdB GH inh: -1.2

(more compounds)
SMILES	Yp Topo-I inh	BoNT A protease	Anthrax LF prot	TcdB GH inh	Vc quorum ag	CCHFV vOTU inh	DUSP3 inh	SSB-PriA inh	SARS 3CLpro inh	PfHsp40 yeast
CCCCc1ccc(NC(=S)NCc2cccnc2)cc1	9	-0.9	-2	1.1	-0.4	4	-11	0	-4	0.5
CCC(Oc1ccccc1)C(=O)OCC(=O)Nc1c(C)nn(-c2ccccc2)c1C (stereo not given)	5	-0.2	-3	0.7	-0.7	-4	nt	nt	nt	nt
COc1cccc(NC(=O)NCCCSC2CCCCC2)c1	12	-2.4	-3	nt	2.0	13	10	-9	-2	2.2
Nc1nnc(N2CCCCCC2)s1	12	-0.7	-3	nt	0.2	1	3	0	2	0.7
Cc1cc2nnc(SCC(=O)NCc3ccco3)n2c2ccccc12	2	0.2	3	0.1	-0.3	0	nt	-2&-5	nt	0.6
C/C(CC(=O)Nc1ccc2c(c1)OCCO2)=N\NC(=O)COc1ccccc1	9	-1.1	0	-0.2	-0.1	3	-14	nt	-2	0.1
Cc1cc(C)c(NC(=O)c2cc(=O)c3ccccc3o2)c(C)c1	-4	0.2	0	0.6	-0.6	-4	-2	22	-1	-0.8
COCCn1c(C)cc(C(=O)CSc2nc3ccccc3c(=O)[nH]2)c1C	33	1.3	-3	nt	-3.0	9	-2	-7	0	1.3
COc1ccccc1C(c1nnnn1Cc1ccco1)N1CCN(c2cccc(C)c2C)CC1 (stereo not given)	-8	-0.4	-1	nt	i	21	25	5	3	-1.6
COc1ccc(NC(=O)CSc2nnc(Cc3ccccc3)c(=O)n2N)cc1	0	-6.6	-3	2.0	i	-1	nt	0	nt	-0.7
Cc1cc(C)n2nc(C(=O)NCC(=O)Nc3ccc(F)c(F)c3)nc2n1	-1	0.8	-2	2.1	0.0	-7	nt	-6	nt	1.4
O=C1CC(N2CCN(c3ccc(F)cc3)CC2)C(=O)N1c1ccccc1 (stereo not given)	0	0.2	-4	0.3	-0.1	12	-2	-5	0	2.2
CC(C)NS(=O)(=O)c1ccc(NC(=O)C(C)Oc2ccc(C(=O)c3ccccc3)cc2)cc1 (stereo not given)	5	0.7	2	1.3	i	4	-1	-6	4	3.5
CC1CCCCN1C(=O)COC(=O)CNC(=O)c1ccc(Cl)cc1Cl (stereo not given)	1	-6.0	4	0.1	-1.8	5	nt	4	nt	0.0
COc1ccc(-c2cc(-c3ccccc3)nc(N3CCCC3)n2)cc1OC	20	6.1	2	-1.2	i	-7	44	-5	3	-1.0
Cc1nc2ccccn2c1CN(C)C(=O)C1CCC(=O)N(CCc2cccc(F)c2)C1 (stereo not given)	2	-0.6	1	0.0	i	11	18	-8	-4	4.9
COc1ccc(COc2cc(-c3cccc(OC)c3)nc3ccc(NC(=O)c4ccc(C)cc4)cc23)cc1	-2	0.3	-8	0.4	7.1	6	1	4	0	-0.1
O=C1NC2(CCCCC2)C(=O)N1Cc1cc(=O)n2ccsc2n1	8	-1.1	-6	-0.5	1.5	-10	34	-10	1	0.5
COc1ccc(NC(=O)CCOc2ccc(C)cc2)c(OC)c1	4	0.4	-3	1.1	-0.3	-12	10	-8	-2	1.1
CCCCNC(=O)C1(C)CCN1C(=O)c1oc2ccccc2c1C (stereo not given)	-6	0.0	6	-9.3	-0.4	3	nt	nt	nt	nt
COc1cc(NC(=O)N[C@@H](Cc2ccccc2)C(=O)O)cc(OC)c1	-3	0.0	-1	0.4	8.5	6	-17	-3	1	-0.4
COc1ccc(S(=O)(=O)N2CCN(C(=O)C3CC(=O)N(c4ccccc4F)C3)CC2)cc1OC (stereo not given)	0	-0.1	1	1.2	-0.3	-1	nt	1	nt	-1.0
Cc1cc(=O)n2nc(N3CCCC(C(=O)N4CCc5ccccc54)C3)sc2n1 (stereo not given)	13	0.1	-8	nt	17*	nt	-16	-17	-4	2.3
CC(=O)N1CCN(CC(=O)Nc2c(Cl)ccc(C)c2Cl)CC1	2	0.6	-1	0.5	i	-10	17	-3	3	-0.7
CC(=O)NN1C(=O)/C(=C2/Sc3ccccc3N2C)SC1=S	7	-3.4	-12	0.4	i	-6	2	-17	-1	-0.9
O=C(Nc1ccc(N2CCCC2)c(Cl)c1)c1ccc2c(c1)OCCO2	-3	-1.0	-2	nt	-0.6	9	nt	-11	0	1.1
COc1ccc(-c2ccc3c(c2)O/C(=C\c2ccsc2)C3=O)cn1	-6	0.8	4	1.0	-6.7	-3	nt	-2	nt	-1.4
CC(C)C(NC(=O)c1ccc(C(C)(C)C)cc1)C(=O)OCC(=O)NC(=O)Cc1ccccc1 (stereo not given)	37	0.6	-1	0.0	3.8	6	4	-10	-2	0.2
Cc1nn(Cc2ccccc2)c2sc(C(=O)NCc3cccnc3)cc12	1	1.8	-8	nt	i	-3	15	-4	1	0.9
Cc1c(C)c2cc(Cl)c(OCC(=O)N3C[C@H]4C[C@@H](C3)c3cccc(=O)n3C4)cc2oc1=O	7	0.2	4	0.7	-0.4	-5	4	nt	-2	-0.1

Single records, as listed above:
O=C1NC2(CCCCC2)C(=O)N1Cc1cc(=O)n2ccsc2n1 in the list: Yp Topo-I inh: 8; BoNT A protease: -1.1; Anthrax LF prot: -6; TcdB GH inh: -0.5; Vc quorum ag: 1.5; CCHFV vOTU inh: -10; DUSP3 inh: 34; SSB-PriA inh: -10; SARS 3CLpro inh: 1; PfHsp40 yeast: 0.5
COCCn1c(C)cc(C(=O)CSc2nc3ccccc3c(=O)[nH]2)c1C in the list: Yp Topo-I inh: 33; BoNT A protease: 1.3; Anthrax LF prot: -3; TcdB GH inh: nt; Vc quorum ag: -3.0; CCHFV vOTU inh: 9; DUSP3 inh: -2; SSB-PriA inh: -7; SARS 3CLpro inh: 0; PfHsp40 yeast: 1.3

Structural class: the entries above containing two or more sulfur atoms (three)
SMILES	Yp Topo-I inh	BoNT A protease	Anthrax LF prot	TcdB GH inh	Vc quorum ag	CCHFV vOTU inh	DUSP3 inh	SSB-PriA inh	SARS 3CLpro inh	PfHsp40 yeast
COc1ccc(CNC(=O)CSC(=S)N2CCCC2)cc1	4	3.3	?	0.7	-0.6	2	nt	6	nt	1.9
COc1ccccc1NS(=O)(=O)c1cccc(NC(=O)Cc2cccs2)c1	10	2.1	-1	1.4	-0.2	-19	-7	1	-4	1.2
CC(=O)NN1C(=O)/C(=C2/Sc3ccccc3N2C)SC1=S	7	-3.4	-12	0.4	i	-6	2	-17	-1	-0.9

Carrying on.
SMILES	Yp Topo-I inh	BoNT A protease	Anthrax LF prot	TcdB GH inh	Vc quorum ag	CCHFV vOTU inh	DUSP3 inh	SSB-PriA inh	SARS 3CLpro inh	PfHsp40 yeast
CN(C)C(=O)c1ccc(Cc2cn(C)c3ccccc23)nc1	-2	0.3	-2	0.6	i	15	nt	nt	nt	nt
COc1ccc(CCNC(=O)C(=O)c2cn(CC(=O)N3CCOCC3)c3ccccc23)cc1	19	-1.2	2	-0.2	-0.2	-4	31	-7	-3	0.2
CCOC(=O)C1(CC2CCCCO2)CCN(Cc2cn[nH]c2-c2cccc(F)c2)CC1 (stereo not given)	7	0.2	6	0.0	-3.7	0	20	-7	4	-0.6
Cc1cc(N2C(=O)C(O)=C(C(=O)c3cc4ccccc4o3)C2c2cccs2)no1 (stereo not given)	30	-2.3	0	1.2	i	5	-5	1&7	1	0.7
O=c1[nH]c(-c2ccc(Cl)cc2)nc(=S)[nH]1	-10	0.1	-3	-0.1	-0.4	1	6	-2	5	0.3
C=CCNc1nc(C(=O)OCC(=O)c2cccc(Br)c2)cs1	-5	0.4	-3	2.2	i	12	nt	1	nt	0.3
Cc1ccsc1-c1cc2nc(Nc3ccc(F)cc3)n(C)c(=O)c2s1	23	1.2	-2	0.5	-0.8	2	nt	nt	nt	nt
C=CCn1c(O)c(/C=N/NC(=O)c2ccncc2)c(=O)[nH]c1=O	0	-0.8	-4	-8.4	-1.3	5	-1	nt	-2	-1.3
O=C1CC(NNC(=O)c2ccccc2)C(=O)N1 (stereo not given)	-2	0.2	-12	nt	-0.4	-2	10	-10	-4	0.5
O=C(Nc1cc(S(=O)(=O)N2CCOCC2)ccc1N1CCCC1)c1cccnc1Cl	5	3.3	5	0.6	-0.5	2	2	0	2	-1.9
Cc1onc(-c2c(Cl)cccc2Cl)c1C(=O)NCc1ccccn1	-2	-1.0	-1	nt	-0.5	-3	15	-4	0	1.1
Cc1cccc(C)c1NC(=O)CSc1nnc(-c2ccco2)c(-c2ccco2)n1	10	2.8	1	nt	5.0	nt	0	6	-1	13
CCC(=O)c1ccc(OCC(=O)Nc2ccccc2C(=O)NC2CC2)cc1	2	-0.1	-7	0.5	0.8	4	nt	-15	nt	-0.4
Nc1c(/C=C2/C=CC(=O)C(O)=C2)c(=O)nc2sc(CC(=O)N3CCCCC3)nn12	0	-3.3	-3	0.0	i	-14	11	nt	-1	-1.1
CCOc1cc(-c2c(C#N)c(=O)[nH]c3c2c(C)nn3-c2ccc(F)cc2)ccc1O	5	-1.2	-9	nt	-3.7	2	-6	-7	5	0.3

From PubChem
